Source: PubChem
GALK inhibitor – inhibitors of human galactokinase. P51570. Purified GALK, Kinase-Glo residual ATP luminescence. Potency, µM (titrated, usually from 57.5 µM), inactives show top-dose activity change, negative = inhibition, hits mostly inhibitors. hit rate 0.007% among 270,000; further: potency means the concentration at half of the fitted maximal effect; on the % scale 0 is the no-effect control and ±100 the full control effect
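Compounds were pin-transferred into ATP buffer (35 uM final), then GALK plus galactose (5 nM, 100 uM final) was added. After 1 h at room temperature, Kinase-Glo Plus was added and luminescence read after 10 min.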
TCR activator – activates T cell receptor signaling; primary human leukocytes, anti-CD3, IL-2 HTRF, 48 h; Potency, µM (series often up to 9.22 µM), without a hit: top-dose activation of IL-2 secretion, actives largely listed as activators; 330,000 tested, under 10 active; further: % of control where 0% means no effect
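HTRF read-out of IL-2 secretion: europium cryptate donor excited at 320nm, d2 acceptor emission at 665nm. Cells were primary human leukocytes incubated 48 hr with compounds and a-CD3 beads, supplying TCR signal only.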
hERG WT inh – inhibitors of human wildtype KCNH2 potassium channel; Q12809; U2OS, BacMam KCNH2, thallium flux FluxOr; stronger effect = lower value; activity change, % at 1.84 µM; hit rate 0.37% among 340,000;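 active means maximum activity change below -70%; inconclusive means maximum activity change between -70% and -50%; inactive means maximum activity change above -50%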; further: on the % scale 0 is the no-effect control and ±100 the full control effect
Target sequence (Q12809 whole entry, looked up): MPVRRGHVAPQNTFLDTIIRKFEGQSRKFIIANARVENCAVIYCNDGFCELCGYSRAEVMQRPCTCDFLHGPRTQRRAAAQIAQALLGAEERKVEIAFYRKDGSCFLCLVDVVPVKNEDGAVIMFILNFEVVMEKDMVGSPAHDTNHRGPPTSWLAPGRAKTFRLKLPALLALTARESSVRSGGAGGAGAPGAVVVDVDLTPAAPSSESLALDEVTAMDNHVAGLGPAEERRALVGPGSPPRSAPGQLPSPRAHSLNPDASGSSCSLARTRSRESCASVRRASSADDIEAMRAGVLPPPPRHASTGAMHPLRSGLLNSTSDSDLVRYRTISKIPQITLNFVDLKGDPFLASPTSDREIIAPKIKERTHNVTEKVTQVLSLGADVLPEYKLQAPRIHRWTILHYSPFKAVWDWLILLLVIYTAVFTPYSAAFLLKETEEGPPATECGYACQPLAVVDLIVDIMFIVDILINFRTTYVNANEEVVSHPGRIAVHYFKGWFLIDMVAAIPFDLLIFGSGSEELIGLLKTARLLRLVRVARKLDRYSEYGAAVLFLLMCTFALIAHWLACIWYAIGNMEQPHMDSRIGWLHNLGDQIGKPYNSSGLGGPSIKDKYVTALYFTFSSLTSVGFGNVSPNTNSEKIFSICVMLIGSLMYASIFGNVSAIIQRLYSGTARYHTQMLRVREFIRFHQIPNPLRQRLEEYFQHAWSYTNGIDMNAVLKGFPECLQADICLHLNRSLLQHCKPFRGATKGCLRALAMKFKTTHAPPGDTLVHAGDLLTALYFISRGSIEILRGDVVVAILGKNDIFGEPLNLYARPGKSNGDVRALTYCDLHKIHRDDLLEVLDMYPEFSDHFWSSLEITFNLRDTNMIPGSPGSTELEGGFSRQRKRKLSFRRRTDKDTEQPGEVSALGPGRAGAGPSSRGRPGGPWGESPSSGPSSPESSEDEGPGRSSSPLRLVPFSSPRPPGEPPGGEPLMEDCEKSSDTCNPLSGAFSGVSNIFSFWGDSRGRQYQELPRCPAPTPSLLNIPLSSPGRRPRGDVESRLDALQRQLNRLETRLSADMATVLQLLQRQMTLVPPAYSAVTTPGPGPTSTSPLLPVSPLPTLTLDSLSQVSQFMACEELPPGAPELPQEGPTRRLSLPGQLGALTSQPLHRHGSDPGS
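U2OS cells transduced with wild-type KCNH2 virus are loaded with FluxOr dye for 45 min, and thallium flux is measured in kinetic reads before and after stimulation buffer. Rate constants are normalized to DMSO controls.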
Tb PFK inh – inhibitors of T. brucei phosphofructokinase; T. brucei PFK, ADP-Glo luminescence; Potency, µM (titrated, usually from 57.5 µM), for the others: at the highest dose activity, negative = inhibition, most hits filed as inhibitors; hit rate 0.17% among 330,000; AID 485367;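 further: potency means the concentration at half of the fitted maximal effect; 0% = uninhibited 1x PFK enzyme wells and -100% = no-enzyme wells; nearly all actives have a fitted effect of over 60% in size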
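In TEA buffer at pH 8.0 with 5 mM MgCl2, enzyme (1.25 nM) converted F6P (0.5 mM) and ATP (0.1 mM) for 45 min at room temperature. ADP product was read by luciferase luminescence.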
AT treatment – potential ataxia-telangiectasia treatments restoring KAP-1 phosphorylation; Potency, µM (series often up to 57.5 µM), inactives show top-dose activation, most hits filed as activators; hit rate 0.19% among 320,000; […] A-T fibroblasts, KAP-1 phosphorylation AlphaLISA; neocarzinostatin DNA damage 30 min before lysis; AID 485349; further: potency means the concentration at half of the fitted maximal effect; % of control where 0% means no effect; nearly all actives have a fitted effect of over 45% in size
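ATM-like activity read as KAP-1 phosphorylation via AlphaLISA donor/acceptor antibody pairs after lysis and 6 hr at 25C. Cells were ATM-null patient fibroblasts ([…], hTERT), dosed 60 min, then exposed to the DSB inducer NCS for 30 min.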
MLL CXXC-DNA inh – MLL CXXC-DNA interaction inhibition. hit rate 0.037% among 290,000. Q03164. Potency, µM (highest dose often 115 µM), inactives show top-dose activity change, negative = inhibition, usual class: inhibitors. MLL-CXXC / FITC-HOXA9 DNA fluorescence polarization. AID 2662; active means well fitted inhibition curve with a large enough effect in the polarisation, with a control signal flat, not every such curve was filed as active; inconclusive means small, poorly fitted or top-dose-only effect, or effect the other way, or a change in a side signal; inactive means no such curve, though single readings can be large or run the other way; the % refers to the polarisation; further: potency means the concentration at half of the fitted maximal effect
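Fluorescence polarization: 7 uM MLL-CXXC (stock) preincubated 5 min with compounds, then 50 nM fluorescein-HOX-A9 DNA (stock) added; 30 min ambient. Buffer 50 mM Tris-HCl pH 7.5, 50 mM NaCl, 1 mM DTT, 0.05% BSA.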
Chronic BCR inh – chronic active BCR signaling inhibition; ABC-DLBCL IkBa-CBG/CBR reporter, luminescence ratio, 4 h; Potency, µM (series often up to 46.1 µM), for the others: at the highest dose ratio change, negative = lower green/red ratio, hits mostly inhibitors; hit rate 0.05% among 340,000; AID 493014; active means well fitted inhibition curve with a large enough effect in the signal ratio, with a control signal flat, not every such curve was filed as active; inconclusive means small, poorly fitted or top-dose-only effect, or effect the other way, or a change in a side signal; the % refers to the signal ratio;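 further: potency means the concentration at half of the fitted maximal effect; plate controls were basal doxycycline-induced cells for no effect and cells given 10 µM MG132 for full effect; MG132 reads +100%, hits lower the ratio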
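TMD8 human ABC-DLBCL cells with doxycycline-inducible IκBα–green luciferase fusion and unfused red luciferase, in 0.5% FBS medium; compounds up to 46 uM, 4 h at 37C. Green/red luminescence ratio, filter-overlap corrected, fitted to concentration-response curves.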
TSHR antagonist – blocks TSH signaling through the human TSH receptor; P16473; TSHR-expressing cells, TSH-stimulated cAMP HTRF, 2 h; stronger effect = lower value; activity change, negative = inhibition, % at 11.5 µM; hit rate 0.2% among 330,000;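 active means activity change below a set negative limit, meaning inhibition stronger than a set level, cut at about -70% in these data; inconclusive means activity change between two set negative limits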; further: on the % scale 0 is the no-effect control and ±100 the full control effect
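Read-out is FRET at 665 nm (cryptate excitation 337 nm) from a cryptate-tagged anti-cAMP antibody, competed by cell cAMP against cAMP-d2. Compounds are tested on freshly harvested TSHR cells challenged with 4nM TSH (EC80) for 2 hours at 37 deg C.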
FBPA coupling cs – inhibits coupling enzyme system, counter-screen for aldolase hits; coupling enzyme system counterscreen, AmpLite Red fluorescence; activity change, negative = inhibition, % at 58.2 µM, hits read low; hit rate 0.67% among 290,000; AID 2472; in the data active means activity change below about -30%; further: on the % scale 0 is the no-effect control and ±100 the full control effect
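Final compound at 57.5 uM, incubated 10 min at RT with coupling enzyme reagent (glyceraldehyde-3-phosphate), then 20 min with substrate and AmpLite Red detection. Fluorescence read at 525/598 nm; tests interference with the coupling assay, not aldolase inhibition.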
Giardia killer – kills Giardia lamblia | Giardia lamblia trophozoite viability | activity change, % at 7.66 µM, hits read low | hit rate 0.15% among 340,000; in the data active means activity change below about -80%; inconclusive means between about -30% and that limit;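 further: parasites exposed to compound for two days anaerobically before the ATP read; on the % scale 0 is the no-effect control and ±100 the full control effect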
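Compounds were tested on trophozoites seeded at 100 cells/well and held 48 hrs at 37 deg C anaerobically. An ATP-based luminescent kit measured the remaining live cells.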
The depositor's hits bear a star; ? = inconclusive; . = not tested or not shown; & = joins results of further samples; [ ] = dose if it differs, or a comment. Unless noted, the call rests on the fitted dose curve; in most records, active means well fitted curve in the direction sought with a large enough effect; inconclusive means small, poorly fitted or top-dose-only effect, or another doubt; inactive means no such curve, though single readings can be large; an effect the other way counts as inactive or inconclusive.

SMILES	GALK inhibitor	TCR activator	hERG WT inh	Tb PFK inh	AT treatment	MLL CXXC-DNA inh	Chronic BCR inh	TSHR antagonist	FBPA coupling cs	Giardia killer
Cc1nc(CC(=O)N2CCN(S(=O)(=O)c3ccccc3C#N)CC2)cs1	4%	2%	-17	-2%	7%	3%	4%	4	0	5
O=C(NCCc1ccncc1)Nc1ccccc1	1%	-2%[46.1 µM]	4	1%	1%	10%	-21%	-11	1	-4
CNS(=O)(=O)c1cccc(C(=O)OCC(=O)Nc2cc(F)ccc2F)c1	0%	-1%	.	-10%	10%	4%	0%	-7	-1	-14
CN(C)N1C(N)=C(C#N)C(c2ccc(F)cc2)C2=C1CCCC2=O (stereo not drawn)	3%	-1%	4	10%	-7%	-3%	?	-2	1	0
O=C(O)C(Cc1cn[nH]n1)=NO	-1%	1%	1	-1%	4%	-4%	0%	-7	-2	?
CCC(Sc1ccc2nnc(-c3cccnc3)n2n1)C(=O)O (stereo not drawn)	2%	1%	-10	1%	0%	-2%	1%	25	4	-6
CC(C)c1ccc(/C=C/C(=O)NC2=NCCS2)cc1	0%	.	.	-1%	-1%	-15%	3%	-2	0	.
CC1(C)CC2(C)OCCN2C(=S)N1 (stereo not drawn)	-1%	-43%	-37&-1	2%	-7%	-3%	4%	-6	0	2
O=C(CSCc1ccc(Cl)cc1)Nc1cccc(C(=O)O)c1	-5%	.	5	-14%	5%	15%	?	4	5	7
O=C(O)c1cc(C(=O)O)cc(-c2ccc(/C=c3/sc4nc5ccccc5n4c3=O)o2)c1	-1%	3%	3	18%	-8%	?	0%	9	-8	5
CCOC(=O)c1c(-n2cnnn2)sc2c1CCCC2	-3%	-4%	9	2%	-1%	-12%	1%	15	3	9
NC(=O)COC(=O)[C@H](Cc1c[nH]c2ccccc12)NC(=O)c1ccc(F)cc1	-1%	-4%	3	0%	2%	16%	-5%	-6	1	3
COC(=O)CCC(=O)N(C)CC1CCCN(CCc2cccc(C(F)(F)F)c2)C1 (stereo not drawn)	-2%	-3%	2	-2%	8%	-1%	-1%	15	-1	1
CCOC(=O)Cc1csc(NS(=O)(=O)c2cc(Cl)ccc2Cl)n1	-2%	-10%	-1	-4%	3%	-3%	4%	22	9	-24
O=c1[nH]ncn2cccc12	-1%	-20%	2	3%	1%	-4%	-3%	26	0	-9
CN1CCC(CO)(Cc2ccccc2)CC1	-2%	1%	-9	2%	-1%	0%	-2%	-9	1	-6
CCc1csc(CNC(=O)C2CCC(=O)N(Cc3cccc(F)c3)C2)n1 (stereo not drawn)	2%	4%	6	-1%	14%	-14%	-3%	-7	.	3
O=C(Nc1cccc(-c2nc3cccnc3s2)c1)c1ccc(Cl)nc1	-1%	-42%	5	0%	2%	-1%	0%	17	0	-18
CSc1nc(N(C)NC(=O)c2cccc(C)c2)c2ccccc2n1	-1%	3%	-7	-1%	2%	?	?	-4	3	14
Cc1ccc(N(C(=O)c2ccncc2)C2C=CS(=O)(=O)C2)cc1 (stereo not drawn)	-1%	0%[46.1 µM]	8	0%	1%	-2%	2%	9	0	-2
CSc1ncc(Cl)c(C(=O)C(C#N)c2nc3c(C)cc(C)cc3c(=O)[nH]2)n1 (stereo not drawn)	-16%	6%[46.1 µM]	-16	-3%	0%	-15%	7%	-24	0	-12
C[C@@H](C(=O)NC1CCN(Cc2ccccc2)CC1)N1C(=O)N2CCc3c([nH]c4ccccc34)[C@@]2(C)C1=O	.	0%	-41	2%	-4%	-8%	9%	-1	0	-22
CCOC(=O)c1cnc(-n2nc(C)cc2C)nc1NC(C)c1ccccc1 (stereo not drawn)	-1%	-3%	-7	-6%	-2%	-1%	-9%	-6	-5	3
Cc1ccc(S(=O)(=O)N2CCOCC2)cc1NC(=O)COC(=O)c1cccnc1Cl	0%	-3%	-10	-5%	1%	8%	-11%	6	0	0
COc1ccc(N(C)S(=O)(=O)c2cccc(C(=O)OCC(=O)c3c(N)n(C)c(=O)n(C)c3=O)c2)cc1	.	-4%[46.1 µM]	-6	-6%	-9%	.	?	-38	.	-15
COc1ccc(NC(=O)CN(C)C(=O)c2cccc(S(=O)(=O)Nc3ccccc3Cl)c2)cc1	.	5%	3	3%	0%	.	4%	-2	.	2
Cc1nc(C)c(-c2nnc(-c3ccc(C(C)(C)C)cc3)o2)cc1C(=O)NN	.	2%[46.1 µM]	-36	-11%	-8%	8%	-1%	-8	2	-12
Cc1ccc(C(=O)CCC(=O)N(C)CC(=O)Nc2c(Cl)cccc2Cl)cc1	-2%	-6%	-9	7%	-2%	5%	3%	0	.	7
CC1CC(NNC(=O)c2ccccc2)=Nc2ccccc2N1C (stereo not drawn)	.	-2%[46.1 µM]	-4	-3%	-3%	2%	0%	21	4	6
C=C(C)Cn1c(N(CCO)Cc2ccccc2)nc2c1c(=O)[nH]c(=O)n2C	-6%	-2%	0	2%	4%	6%	?	4	2	-12
COC(=O)c1ccccc1NC(=O)CSc1nc(O)cc(=O)n1C1CCCC1	3%	-2%	15	2%	5%	3%	-11%	-2	8	-9
CC(Sc1nc2ncc(Cl)cc2[nH]1)C(=O)Nc1ccc(C(N)=O)cc1 (stereo not drawn)	.	2%	-11	4%	1%	.	?	1	.	5
Cc1ccc(C2CC(=O)Nc3c2ccc2ccccc32)cc1[N+](=O)[O-] (stereo not drawn)	0%	1%[46.1 µM]	-18	6%	2%	5%	?	-8	0	-8
O=C(CC1C(=O)NCCN1Cc1ccccc1C(F)(F)F)NC1CCCCCC1 (stereo not drawn)	6%	-5%	-1	-12%	3%	?	-8%	-2	-9	23
O=C(NCc1ccc2c(c1)OCO2)C(=O)NCC1OCCCN1S(=O)(=O)c1ccc(F)cc1 (stereo not drawn)	-2%	-1%	-22	-3%	5%	1%	0%	2	.	-17
COCCn1c(=O)c2c(nc3n2CC(C)CN3Cc2ccccc2)n(C)c1=O (stereo not drawn)	7%	3%	-12	1%	0%	-4%	11%	-3	0	3
COc1ccccc1NC(=O)c1cc(C(=O)Nc2ccccc2OC)cc([N+](=O)[O-])c1	-3%	2%	40	-1%	1%	0%	0%	0	4	19
CCC(Sc1nc(C)cc(=O)[nH]1)C(=O)Nc1nc2c(s1)CCCC2 (stereo not drawn)	2%	-2%	-11	-4%[0.46 µM]	-3%	-2%	?	-2	3	-17
CCc1noc(C)c1C(=O)Nc1nc(-c2cc(OC)ccc2OC)cs1	.	3%	-5	0%	27%	.	?	-27	.	7
O=S(=O)(Nc1cccc2c1ccc1cccn12)c1cccs1	-3%	2%	-8	10%	13%	-6%	-7%	-9	-3	8
O=C(NCCCN1CCCC1)c1ccc2c(c1)N(Cc1ccccc1F)C(=O)c1ccccc1S2=O (stereo not drawn)	6%	-5%	-1	3%	0%	7%	-4%	-5	8	-1
CCOc1ccc(NC(=O)C2CC(=O)N(c3cc(C)cc(C)c3)C2)cc1 (stereo not drawn)	-1%	4%	5	-9%	-3%	8%	?	-4	2	4
Fc1ccc(N/N=C(/c2ccccc2)c2ccccn2)cc1	1%	-6%[46.1 µM]	-1	0%	11%	9%	0%	-7	-10	5
C=CCn1c(SCC(=O)Nc2cccc(S(N)(=O)=O)c2)nc2sc(C)c(C)c2c1=O	.	-3%	-5	0%	-5%	.	?	39	.	-10
Cn1c(=O)[nH]c(=O)c2c1[nH]c(=S)n2Cc1ccccc1	4%	-3%	-8	-4%	-30%	?	0%	1	2	21
O=C(COc1ccc(CO)cc1)Nc1ccc(F)cc1	-1%	.	-27	-19%	1%	1%	-18%	11	3	3
N#Cc1ccc(OCC(O)CN2CCN(c3ncc(C(F)(F)F)cc3Cl)CC2)cc1 (stereo not drawn)	15%	1%	?	-6%	16%	41%[activator]	-9%	-38	0	-6
CCc1ccccc1S(=O)(=O)Cc1ccc(C(=O)NC2CCCC2)o1	-4%	-5%	5	-7%	-4%	35%[activator]	0%	-17	.	-23
COc1ccc([C@H]2C(C#N)=C([S-])N[C@](C)(O)[C@@H]2[n+]2ccccc2)cc1	0%	1%	11	1%	-7%	0%	1%	-5	-8	-21
CCn1c(SCC(=O)N/N=C/C=C/c2ccccc2[N+](=O)[O-])nnc1-c1ccc(Cl)cc1	-2%	1%[46.1 µM]	.	16%	-4%	5%	?	7	7	.
CCCCCOc1ccc(Cn2ccnc2)cc1[N+](=O)[O-]	3%	3%[46.1 µM]	.	2%	2%	11%	0%	-9	3	-8

Fetched by structure from the list above, 2 records:
SMILES	GALK inhibitor	TCR activator	hERG WT inh	Tb PFK inh	AT treatment	MLL CXXC-DNA inh	Chronic BCR inh	TSHR antagonist	FBPA coupling cs	Giardia killer
CCCCCOc1ccc(Cn2ccnc2)cc1[N+](=O)[O-]	3%	3%[46.1 µM]	.	2%	2%	11%	0%	-9	3	-8
COc1ccc([C@H]2C(C#N)=C([S-])N[C@](C)(O)[C@@H]2[n+]2ccccc2)cc1	0%	1%	11	1%	-7%	0%	1%	-5	-8	-21
